NPSR antag: qHTS Assay for Antagonists of the Neuropeptide S Receptor: cAMP Signal Transduction | Q6W5P4 | CHO-NPSR cells, cAMP TR-FRET, antagonist mode | 220,000 tested, 1% active | Potency, µM (titrated, usually from 38.3 µM), for the others: at the highest dose activity change, negative = inhibition, hits mostly inhibitors | AID 1461, 2008; also: potency is read from the fitted curve at half-maximal effect; % is scaled to controls: 0 for no effect and ±100 for the full control effect; nearly all actives have a fitted effect of over 50% in size; many of its hits are not listed in these tables
Tau fibril FP: qHTS for Inhibitors of Tau Fibril Formation, Fluorescence Polarization | Microtubule-associated protein tau (Homo sapiens), P10636 | K18 P301L tau heparin fibrillization, Alexa594 FP, 6 h | Potency, µM (highest dose often 57.7 µM), for the others: top-dose activity, negative = inhibition, hits mostly inhibitors | 280,000 tested, 0.39% active | AID 1468, 2008; also: potency is read from the fitted curve at half-maximal effect; % is scaled to controls: 0 for no effect and ±100 for the full control effect; nearly all actives have a fitted effect of over 55% in size
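Steps: dispense K18 P301L tau (15 uM plus 0.24 uM Alexa 594 tracer, final) in pH 7 sodium acetate; add compound; add heparin (20 uM final); incubate 6 hr, 37 C; add ThT (30 uM final); after 1 hr ambient, read FP.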
Tau fluor counter: Counterscreen qHTS for Inhibitors of Tau Fibril Formation, Fluorescence Polarization; 280,000 tested, 0.93% active; Potency, µM (series often up to 57.7 µM), for the others: at the top dose activity change, negative = decrease; tau K18 P301L (four-repeat tau fragment) Alexa594 fluorescence, heparin fibrillization; also: potency is read from the fitted curve at half-maximal effect; % is scaled to controls: 0 for no effect and ±100 for the full control effect; nearly all actives have a fitted effect of over 55% in size
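Human K18 P301L tau (15 uM unlabeled plus 0.24 uM Alexa 594-labeled, final) in 100 mM sodium acetate pH 7 was mixed with compound and 20 uM heparin and incubated 6 hr at 37 C.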
TexasRed fluor: Total Fluorescence Counterscreen for Inhibitors of the Interaction of Thyroid Hormone Receptor and Steroid Receptor Coregulator 2. TRb/SRC2 Texas Red total fluorescence interference. Potency, µM (doses to about 106 µM), for the others: at the top dose fluorescence change, negative = quenching. 280,000 tested, 0.29% active; active = well fitted curve in either direction with a large enough effect; inconclusive = small, poorly fitted or top-dose-only effect; also: potency is read from the fitted curve at half-maximal effect; % is scaled to controls: 0 for no effect and ±100 for the full control effect
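Human TRβ ligand-binding domain (0.6 uM) and Texas Red SRC2 peptide (20 nM) in Tris buffer with 1 uM T3 and 5% DMSO were incubated with pinned compound for 5 hr at ambient temperature. Total fluorescence was computed as S + 2P (555/632 nm).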
CBFb-RUNX1 inh: qHTS Assay for Compounds Blocking the Interaction Between CBF-beta and RUNX1 for the Treatment of Acute Myeloid Leukemia; Runt-related transcription factor 1 (Homo sapiens) + Core-binding factor subunit beta …; Potency, µM (top dose mostly 59.8 µM), without a hit: at the top dose activity, negative = inhibition, hits mostly inhibitors; 230,000 tested, under 10 active; AlphaScreen CBFb-His/RUNX1-biotin binding, biochemical; also: % of control where 0% means no effect
Target sequence (Q01196 whole entry, looked up): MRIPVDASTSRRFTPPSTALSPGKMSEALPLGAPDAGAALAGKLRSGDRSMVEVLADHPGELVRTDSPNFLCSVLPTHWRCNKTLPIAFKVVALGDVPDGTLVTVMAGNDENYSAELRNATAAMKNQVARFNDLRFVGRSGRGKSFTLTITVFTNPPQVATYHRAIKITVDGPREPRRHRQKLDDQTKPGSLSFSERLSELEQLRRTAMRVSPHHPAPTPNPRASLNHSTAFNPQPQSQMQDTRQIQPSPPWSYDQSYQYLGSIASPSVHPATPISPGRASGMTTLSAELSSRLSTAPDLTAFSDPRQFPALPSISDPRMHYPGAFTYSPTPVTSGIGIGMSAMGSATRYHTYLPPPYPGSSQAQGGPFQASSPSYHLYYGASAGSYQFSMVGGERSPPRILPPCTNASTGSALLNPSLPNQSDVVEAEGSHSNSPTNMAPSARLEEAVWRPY
Target sequence (Q13951 whole entry, looked up): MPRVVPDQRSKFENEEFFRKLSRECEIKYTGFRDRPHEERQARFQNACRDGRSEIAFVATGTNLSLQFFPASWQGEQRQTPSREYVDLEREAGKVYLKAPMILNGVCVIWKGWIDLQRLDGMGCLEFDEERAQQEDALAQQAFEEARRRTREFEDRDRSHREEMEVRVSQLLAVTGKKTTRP
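Bead-based AlphaScreen assay; binding partners His-tagged CBF-beta and biotinylated RUNX1 at 30 nM each. Compound exposure 15 min after a 20-min protein preincubation; bead step 90 min; all steps at room temperature.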
TRb-SRC2 inh: qHTS for Inhibitors of the Interaction of Thyroid Hormone Receptor and Steroid Receptor Coregulator 2; 280,000 tested, 0.065% active; Thyroid hormone receptor beta (Homo sapiens), P10828; Potency, µM (top dose mostly 106 µM), inactives show at the highest dose activity change, negative = inhibition, usual class: inhibitors; TRbeta-SRC2 peptide binding, fluorescence polarization; receptor liganded with 1 µM T3;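 also: potency is read from the fitted curve at half-maximal effect; plate controls were bound peptide for no effect and peptide without receptor for full effect; nearly all actives have a fitted effect of over 50% in size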
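Assay buffer: 20 mM Tris-HCl, 100 mM NaCl, 10% glycerol, 1 mM EDTA, 0.01% NP-40, 1 mM DTT, 1 uM T3, 5% DMSO; TRb LBD 0.6 uM, Texas Red SRC2 20 nM; FP after 5 hr.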
aGal spleen mod: qHTS Assay for Inhibitors and Activators of Human alpha-Galactosidase From Spleen Homogenate; Alpha-galactosidase A (Homo sapiens), P06280; Potency, µM (top dose mostly 80 µM), inactives show at the highest dose activity change, negative = inhibition, most hits filed as inhibitors; AID 2107, 2009; 240,000 tested, 0.008% active; human spleen homogenate, 4MU-alpha-Gal fluorescence, 40 min;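 also: potency is read from the fitted curve at half-maximal effect; 0% = enzyme with vehicle and -100% = no enzyme basal signal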
Target sequence (P06280 32-429 limits assumed): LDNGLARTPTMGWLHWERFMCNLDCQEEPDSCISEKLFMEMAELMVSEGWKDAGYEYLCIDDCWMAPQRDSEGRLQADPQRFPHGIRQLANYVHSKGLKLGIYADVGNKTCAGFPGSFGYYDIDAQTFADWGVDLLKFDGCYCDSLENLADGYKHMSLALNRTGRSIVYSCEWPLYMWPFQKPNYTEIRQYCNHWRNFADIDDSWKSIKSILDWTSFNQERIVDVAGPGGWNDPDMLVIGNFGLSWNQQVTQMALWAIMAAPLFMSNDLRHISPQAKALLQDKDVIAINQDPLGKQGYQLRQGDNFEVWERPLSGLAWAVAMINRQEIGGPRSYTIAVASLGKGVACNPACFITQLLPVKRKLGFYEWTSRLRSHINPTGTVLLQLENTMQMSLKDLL
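Human spleen homogenate (1 ug) as enzyme source, 4-methylumbelliferyl-alpha-D-galactopyranoside 1 mM final, citrate/phosphate pH 5.0 with 0.01% Tween-20. Compounds 40 min at 37C, NaOH/glycine stop; fluorescence Ex 365/Em 440, Hill-fit AC50.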
Epigenetic derep: Quantitative High-Throughput Screen for Regulators of Epigenetic Control; murine LDR cells, GFP reporter derepression, 30 h; Potency, µM (series often up to 53.9 µM), for inactives: at the highest dose GFP activation, actives largely listed as activators; 280,000 tested, 0.2% active; AID 1865, 2009; also: potency is read from the fitted curve at half-maximal effect; % of control where 0% means no effect; nearly all actives have a fitted effect of over 60% in size
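In this reporter-derepression format, murine cells bearing a silenced integrated CMV-GFP locus incubate with test compound (30 h, 37 C), then are washed and imaged; fluorescent objects of 20–120 um count as induced cells.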
* marks the source's active call; other numbers are inactive results; u = inconclusive; x = no result given; & = joins results of further samples; [ ] = remark or other dose. Unless noted, calls follow the shape of the dose curve; as a rule, active = well fitted curve in the direction sought with a large enough effect; inconclusive = small, poorly fitted or top-dose-only effect, or another doubt; inactive = no such curve, though single readings can be large; an effect the other way counts as inactive or inconclusive.

cpd | mol | NPSR antag | Tau fibril FP | Tau fluor counter | TexasRed fluor
1 | O=C(COc1ccc(Cl)cc1Cl)NN=C1c2ccccc2-c2ccccc21 | -11% | 9% | -17% | 1%
2 | COc1ccc(NC(=O)Cn2c(CCC(=O)O)ccc2-c2ccccc2)cc1Cl | x | 3% | -7% | 2%
3 | O=C(Cn1nc(-c2ccccc2)c2ccccc2c1=O)NCCN1CCOCC1 | -7%[46.1 µM] | 9% | 6% | 2%
4 | CCOc1ccccc1C1CC(=O)NC(SCC(=O)Nc2nccs2)=C1C#N (stereo unspecified) | -17%[46.1 µM] | 5% | -19% | -4%
5 | CC1CN(c2ccc(Cl)cc2[N+](=O)[O-])CCN1S(C)(=O)=O (stereo unspecified) | 6% | -5% | 1% | -1%
6 | CCN(C1=NS(=O)(=O)c2ccccc21)N(CC)S(=O)(=O)c1ccc(C)cc1 | -47% | -5% | -24% | -5%
7 | CC(C)n1nc(C(=O)Nc2nnc(SCc3c(Cl)cccc3Cl)s2)c2ccccc2c1=O | -11%[46.1 µM] | 0% | -13% | 0%
8 | CCn1c(SCC(=O)N(C)C2CCS(=O)(=O)C2)nnc1-c1ccccc1 (stereo unspecified) | 24% | 6% | -2% | 1%
9 | O=C(NC1CC1)C1=C[C@@H](c2coc3ccccc3c2=O)C[C@@H](OCc2ccc(CO)cc2)O1 | 10% | -4% | 0% | -2%
10 | O=C(CN1CCN(c2ccccc2)CC1)N1N=CCC1c1ccccc1 (stereo unspecified) | -8%[46.1 µM] | -7% | -5% | -4%

cpd | CBFb-RUNX1 inh | TRb-SRC2 inh | aGal spleen mod | Epigenetic derep
1 | 8% | 7% | 9% | -1.9%
2 | x | 9% | x | u
3 | 0% | -17% | 7% | 0.0%
4 | -3% | -3% | 6% | 1.4%
5 | -2% | 0% | 4% | 0.5%
6 | -13% | 2% | -4% | 0.1%
7 | 1% | -2% | 7% | 0.6%
8 | 8% | -3% | -2% | 1.1%
9 | 11% | 1% | -2% | -2.0%
10 | 5% | -10% | 0% | 0.0%

One compound at a time (already shown).
`O=C(Cn1nc(-c2ccccc2)c2ccccc2c1=O)NCCN1CCOCC1` is entered as NPSR antag: -7%[46.1 µM]; Tau fibril FP: 9%; Tau fluor counter: 6%; TexasRed fluor: 2%; CBFb-RUNX1 inh: 0%; TRb-SRC2 inh: -17%; aGal spleen mod: 7%; Epigenetic derep: 0.0%
`CCOc1ccccc1C1CC(=O)NC(SCC(=O)Nc2nccs2)=C1C#N` (stereo unspecified) is entered as NPSR antag: -17%[46.1 µM]; Tau fibril FP: 5%; Tau fluor counter: -19%; TexasRed fluor: -4%; CBFb-RUNX1 inh: -3%; TRb-SRC2 inh: -3%; aGal spleen mod: 6%; Epigenetic derep: 1.4%

Remaining list, next part.
cpd | mol | NPSR antag | Tau fibril FP | Tau fluor counter | TexasRed fluor
11 | CS(=O)(=O)c1ccc(C(=O)N2CCN(Cc3ccccc3)CC2)cc1 | 22% | 3% | -4% | 0%
12 | O=C(NCCC1=CCCCC1)C1CCN(S(=O)(=O)N2CCCC2)CC1 | 7% | -5% | -11% | -2%
13 | COc1ccc(-c2nc(SCC(=O)NCCc3ccc(OC)c(OC)c3)n[nH]2)cc1 | x | -1% | 1% | -3%
14 | CC(OC(=O)c1cccc(S(=O)(=O)Nc2cccc(C(F)(F)F)c2)c1)C(=O)Nc1ccc2c(c1)OCCO2 (stereo unspecified) | -38% | -22% | u | -2%
15 | Cc1cc(C)c(C)c(S(=O)(=O)NCC(=O)N2CCCC2)c1C | -6%[46.1 µM] | 6% | -2% | 0%
16 | COc1ccc(-c2ccc(CCC(=O)O)n2-c2ccccc2C(F)(F)F)cc1 | x | -6% | -26% | 6%
17 | COc1ccc(S(=O)(=O)N2CCOCC2)cc1NC(=O)CSc1cccc[n+]1[O-] | 51% | 0% | -5% | -2%
18 | O=c1c2c3c(sc2n(Cc2ccc(F)cc2Cl)c(=O)n1-c1ccc(Cl)cc1)CCC3 | x | -6% | -8% | 3%
19 | Cc1onc(C(=O)/C=C/N(C)C)c1C(=O)Nc1nccs1 | 0%[46.1 µM] | -4% | -10% | -6%
20 | O=C(CS(=O)(=O)Cc1ccccc1)Nc1ccccc1Cl | 10% | 8% | 2% | 3%

cpd | CBFb-RUNX1 inh | TRb-SRC2 inh | aGal spleen mod | Epigenetic derep
11 | -1% | -6% | 4% | 0.0%
12 | -5% | 4% | -1% | 1.8%
13 | x | -2% | x | -1.9%
14 | 7% | 2% | -3% | -2.0%
15 | 7% | 2% | 3% | -1.1%
16 | x | -4% | x | 1.1%
17 | 4% | 6% | 13% | -5.6%
18 | x | 7% | x | 0.9%
19 | -6% | -9% | -14% | 1.5%
20 | -2% | -2% | -12% | -1.9%

(cont.)
cpd | mol | NPSR antag | Tau fibril FP | Tau fluor counter | TexasRed fluor
21 | COc1ccccc1C1C(C(=O)c2cc3ccccc3o2)=C(O)C(=O)N1CCN(C)C (stereo unspecified) | 17%[46.1 µM] | -4% | 0% | 5%
22 | CC(C)CNS(=O)(=O)c1ccc(OCC(=O)Nc2ccc3c(c2)OCCO3)cc1 | -12% | -8% | -4% | 1%
23 | CCN(CC)C(=O)C1CCN(Cc2cn(C)nc2-c2ccc(Oc3ccccc3)cc2)CC1 | 16% | -1% | -12% | -2%
24 | O=C(CSc1nnc2ccc(-c3ccncc3)nn12)c1cccs1 | 4% | 2% | -15% | -4%
25 | CCCc1nn(-c2ccccc2)c2c1C(c1cccs1)C(C#N)=C(N)O2 (stereo unspecified) | -28%[46.1 µM] | -8% | u | 0%
26 | NC(=O)CC(NC(=O)Cc1ccc(Br)cc1)c1ccc(N2CCC(Cc3ccccc3)CC2)c([N+](=O)[O-])c1 (stereo unspecified) | -55% | u | u | -3%
27 | COc1ccc(C(=O)Nc2ccc3c(c2)nc(CN2CCCC2)n3C)cc1 | 0% | 0% | -5% | -1%
28 | COc1cccc(C(=O)C2CCCN(Cc3cn(C)nc3-c3ccccc3)C2)c1 (stereo unspecified) | 6% | -2% | 9% | -7%
29 | CC(C)OC(=O)c1cc2c(OC[C@@H](O)CNC(C)(C)C)cccc2[nH]1 | x | 1% | -11% | -1%
30 | Cc1nc(=O)c(-c2ccccc2)c(C)n1Cc1ccccc1 | 1%[46.1 µM] | -4% | -2% | 2%

cpd | CBFb-RUNX1 inh | TRb-SRC2 inh | aGal spleen mod | Epigenetic derep
21 | -1% | 3% | -14% | 0.1%
22 | 3% | 8% | -10% | 1.1%
23 | 26% | -7% | -4% | 1.0%
24 | -9% | -3% | 6% | 1.6%
25 | -9% | 1% | -4% | -1.4%
26 | 18% | -1% | 0% | -2.2%
27 | -9% | 3% | 13% | -0.2%
28 | 7% | 1% | -4% | -0.1%
29 | 14%[21.7 µM] | 3% | 4% | 2.6%
30 | -16% | 1% | 7% | -0.9%

Further structures follow:
cpd | mol | NPSR antag | Tau fibril FP | Tau fluor counter | TexasRed fluor
31 | CN(C)N=C1c2cc(S(=O)(=O)N3CCOCC3)ccc2-c2ccc(S(=O)(=O)N3CCOCC3)cc21 | -12%[46.1 µM] | -3% | -28% | -9%
32 | O=C(Nc1ccccc1)c1cnc[nH]1 | 9%[46.1 µM] | -3% | 4% | -4%
33 | O=C(NN1C(=O)c2ccccc2NC1c1ccccc1OCc1ccccc1)c1ccncc1 (stereo unspecified) | -7%[46.1 µM] | -1% | -7% | 1%
34 | O=C1C(C=NC2CC2)=C(O)c2ccccc21 | -10%[46.1 µM] | -15% | -19% | -2%
35 | CCOC(=O)c1cnc(=O)[nH]c1C | -1%[46.1 µM] | -10% | 2% | -1%
36 | O=C(c1cc(COc2c(F)cccc2F)on1)N1CCC(c2ccncc2)CC1 | 12% | -7% | -8% | -3%
37 | CCOc1ccc(NC(=O)C(C)Sc2nc3ncccc3o2)cc1 (stereo unspecified) | x | -1% | 3% | -4%
38 | COC(=O)c1ccc(/C=N/OCC(=O)NCCc2ccc(OC)c(OC)c2)cc1 | 4% | -9% | -7% | 4%
39 | Cc1ccc2nc(-c3ccc(NC(=O)C(C)N4C(=O)c5ccccc5C4=O)cc3)sc2c1 (stereo unspecified) | 20% | u | u | 0%
40 | CCOC(=O)Cc1nnc(NC(=O)CSc2nnc3c4ccccc4n(C)c3n2)s1 | 3%[46.1 µM] | -4% | -13% | -3%
41 | CC(C)n1c(C(F)(F)F)nc2cc(C(=O)N3CCCCC3)ccc21 | -4% | 10% | -8% | -1%
42 | COc1ccccc1N1CCN(C(=O)CSc2nc(C)cc(=O)[nH]2)CC1 | -9%[46.1 µM] | -3%&-3% | -2%&-3% | -12%&-2%
43 | COc1ccc(OC)c(/C=N/c2oc(-c3ccco3)c(-c3ccco3)c2C#N)c1 | -1%[46.1 µM] | 2% | u | 7%

cpd | CBFb-RUNX1 inh | TRb-SRC2 inh | aGal spleen mod | Epigenetic derep
31 | u | -8% | -2% | 1.1%
32 | 9% | -1% | -7% | -1.0%
33 | 0% | 2% | -8% | -3.6%
34 | -4% | -16% | -5% | -3.0%
35 | 4% | -9% | 1% | 0.5%
36 | 7% | 0% | 6% | 5.1%
37 | x | -4% | x | 0.0%
38 | 6% | 0% | 4% | 5.6%
39 | -6% | -6% | 9% | -1.1%
40 | -1% | 2% | 0% | -7.9%
41 | 17% | 0% | 19% | 2.4%
42 | -3% | 0%&3% | 4% | -1.9%&-5.7%
43 | u | -5% | 7% | 3.5%

Screening data deposited in PubChem by National Center for Advancing Translational Sciences (NCATS).

A portion of the library (hit frequency here may not be typical).
